DT40 TDP1 no CPT: qHTS for Inhibitors of human tyrosyl-DNA phosphodiesterase 1 (TDP1): qHTS in cells in absence of CPT. actives 15% (n = 420,000). Potency, µM (top dose mostly 46.2 µM), for inactives: top-dose activity change, negative = growth inhibition, most hits filed as inhibitors. AID 686978, 2013. DT40 Tdp1-/- hTDP1 cells, no CPT, ATP luminescence, 48 h; further: nearly all actives have a fitted effect of over 55% in size
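DT40 Tdp1-/-;hTDP1 cells, no CPT (DMSO vehicle only), 400 cells/well; compounds pin-transferred; ≥48 hr, 37 °C; CellTiter-Glo 30 min RT dark, luminescence read.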
N370S GC mod: qHTS Assay for Inhibitors and Activators of N370S glucocerebrosidase as a Potential Chaperone Treatment of Gaucher Disease; Lysosomal acid glucosylceramidase (Homo sapiens), P04062; N370S GC spleen homogenate, 4MU-glucoside fluorescence; Potency, µM (top dose mostly 59.4 µM), for inactives: at the top dose activity change, negative = inhibition, hits mostly inhibitors; actives 0.092% (n = 330,000); AID 2101, 2009;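 further: 0% = full enzyme activity and -100% = no enzyme basal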
TDP1 inh: qHTS Assay for Inhibitors of Tyrosyl-DNA Phosphodiesterase (TDP1); Tyrosyl-DNA phosphodiesterase 1 (Homo sapiens), Q9NUW8; AID 485290, 2010; Potency, µM (top dose mostly 130 µM), without a hit: at the highest dose activity change, negative = inhibition, actives largely listed as inhibitors; actives 0.28% (n = 350,000); recombinant TDP1, AlphaScreen DNA substrate cleavage; further: nearly all actives have a fitted effect of over 40% in size
Target sequence (Q9NUW8 whole entry, looked up): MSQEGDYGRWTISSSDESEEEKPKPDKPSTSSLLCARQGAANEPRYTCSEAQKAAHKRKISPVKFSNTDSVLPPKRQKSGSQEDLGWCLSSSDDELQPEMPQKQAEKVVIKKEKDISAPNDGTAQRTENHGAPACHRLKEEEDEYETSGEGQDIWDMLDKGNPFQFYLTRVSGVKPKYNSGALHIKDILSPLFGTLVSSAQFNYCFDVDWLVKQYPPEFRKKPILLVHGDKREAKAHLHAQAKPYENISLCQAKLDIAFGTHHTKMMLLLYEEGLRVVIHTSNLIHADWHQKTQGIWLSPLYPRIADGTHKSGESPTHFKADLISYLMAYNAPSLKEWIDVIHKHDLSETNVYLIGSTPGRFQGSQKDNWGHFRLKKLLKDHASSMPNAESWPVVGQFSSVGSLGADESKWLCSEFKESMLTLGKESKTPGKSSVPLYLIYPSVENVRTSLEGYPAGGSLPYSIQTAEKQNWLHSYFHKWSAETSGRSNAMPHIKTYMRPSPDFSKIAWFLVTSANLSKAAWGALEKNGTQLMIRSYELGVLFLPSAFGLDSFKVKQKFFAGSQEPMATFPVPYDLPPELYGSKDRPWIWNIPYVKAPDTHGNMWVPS
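Recombinant E. coli-expressed Tdp1 (1 nM) preincubated with compound 15 min at RT, then 5'-biotin/3'-phosphotyrosine-FITC DNA substrate (15 nM) added for 5 min. AlphaScreen beads (10 ug/ml) added, 10 min RT; tyrosine-FITC cleavage read as signal loss.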
Starred values were filed as active, the others as inactive; ? = inconclusive; / = not tested or not shown; & = joins results of further samples; [ ] = another dose, or the depositor's remark. The call rests on the fitted dose curve; in most records, active means well fitted curve in the direction sought with a large enough effect; inconclusive means small, poorly fitted or top-dose-only effect, or another doubt; inactive means no such curve, though single readings can be large; an effect the other way counts as inactive or inconclusive. Unless noted, on the % scale 0 is the no-effect control and ±100 the full control effect; potency means the concentration at half of the fitted maximal effect. A portion of the library, so the mix of outcomes need not match the whole.

Below each SMILES – TDP1 inh, N370S GC mod, DT40 TDP1 no CPT
- COC(C(=O)Nc1ccc(S(=O)(=O)Nc2c(C)cccc2C)cc1)c1ccccc1 (stereo not given)
    -2%, -29%, -28%
- CCc1nnc(SCC(=O)Nc2ccc(Cl)cc2F)c2cc3occc3n12
    3%, /, 15µM*
- CC1(C)CC(=O)C=C(Nc2ccc(Cl)cc2)C1
    /, 8%, 3%
- Cc1cc(C(=O)Nc2ccccc2N2CCOCC2)c2ccccc2n1
    5%, 15%, ?
- NC(=O)C1CCN(C(=O)CCNS(=O)(=O)c2ccccc2F)CC1
    0%, /, 23%
- COc1ccc(-c2nn3c(COc4ccccc4)nnc3s2)cc1OC
    -2%, 2%, -10%
- O=C(NCCCCNC(=O)c1c(F)c(F)c(F)c(F)c1F)c1c(F)c(F)c(F)c(F)c1F
    3%, 3%, -24%
- O=C(CSc1cccc(C(F)(F)F)c1)Nc1cc(S(=O)(=O)N2CCCC2)ccc1Cl
    2%, -17%, -17%
- COc1ccc2c(c1)-c1nc(/N=C/c3ccc(O)c(OC)c3)sc1CC2
    3%, -10%, -9%
- CCOC(=O)c1c(S(=O)(=O)NCC(=O)Nc2ccc(C)c(Cl)c2)c(C)n(C)c1C
    5%, /, -27%
- CCOC(=O)c1ccc(OS(=O)(=O)c2ccccc2)c(OC)c1
    -1%, 5%, ?
- Cc1csc(SCC(=O)c2c(N)n(CC(C)C)c(=O)n(C)c2=O)n1
    0%, 7%, 21µM*
- O=Cc1ccc(-n2cccn2)cc1
    4%, 13%, 8%
- Cc1nnc(SCC(=O)Nc2ccc3c(c2)OCO3)[nH]c1=O
    3%, -2%, 3%
- CCS(=O)(=O)N1CCCC(C(=O)c2ccc(OC)cc2C)C1 (stereo not given)
    -2%, -2%, 3%
- CN(C(=O)COC(=O)C1(C)CC1(Cl)Cl)c1c(N)n(Cc2ccccc2)c(=O)[nH]c1=O (stereo not given)
    2%, /, -4%
- Cc1ccc(CNC(=O)c2c(Nc3c(C)cccc3C)sc(C(=O)c3ccccc3)c2N)cc1
    4%, /, 15µM*
- COc1ccc(C(=O)Nc2ccnn2C2CCN(CCC(C)c3ccc(C)o3)CC2)cc1 (stereo not given)
    3%, -7%, ?
- COC(=O)CC1=COC2OCC3=CC[C@@H]1C32 (stereo not given in full)
    9%[21 µM], 2%[12.8 µM], /
- COC(=O)c1c(NC(=S)NNC(=O)c2ccc(Cl)s2)sc(C(=O)N(C)C)c1C
    7%, 0%, -5%

New compounds follow.
Below each SMILES – TDP1 inh, N370S GC mod, DT40 TDP1 no CPT
- COc1ccccc1-c1c(C)oc2c(CN3CCCC(C)C3)c(O)ccc2c1=O (stereo not given)
    /, ?, ?
- O=C(Cn1ccnc1)c1ccc(Cl)cc1
    /, -6%, 18%
- COc1ccc(OCC(O)CN2C(=O)c3ccccc3S2(=O)=O)cc1 (stereo not given)
    1%, 16%, ?
- CN(C)c1ccc(-c2nc3cnccn3c2Nc2ccc3c(c2)OCCO3)cc1
    13%, -1%, -6%
- O=C(Nc1ccc(S(=O)(=O)N2CCOCC2)cc1)c1ccccc1F
    /, -13%, -16%
- CC(=O)NC(CC(=O)NC(C)c1ccc(Cl)cc1Cl)c1ccccc1 (stereo not given)
    1%, 0%, -13%
- COc1ccc([C@@H]2[C@@H]3C(=O)N(C(C)(C)C)C(=O)[C@@H]3[C@]3(Cc4ccc(Cl)cc4)C(=O)N(c4ccc(OC)cc4)C(=O)N23)cc1
    4%, -10%, -15%
- Cc1ccc(NC(=O)C2CCCN2S(=O)(=O)c2ccc3c(c2)C(C)(C)C(=O)N3C)cc1 (stereo not given)
    0%, /, ?
- O=C(NCc1ccc2c(c1)OCO2)c1c(-c2ccccc2)sc2ccccc12
    2%, /, ?
- COc1ccccc1C(O)c1nccn1C (stereo not given)
    0%&6%, -1%, 4%&-4%
- CCc1nn(CC(=O)N2CCCCC2)c(=O)c2cc3sc(C)cc3n12
    -1%, /, -19%
- Cc1cccc(NS(=O)(=O)c2cc(Cl)ccc2Cl)n1
    3%, -6%, -15%
- CCOc1ccc2[nH]c(=O)c(=O)[nH]c2c1
    -2%, 0%, -13%
- CN1C(=O)c2cccc3c(S(=O)(=O)Nc4ccccn4)ccc1c23
    /, 3%, ?
- Nc1ccc(CCc2nc3ccccc3o2)cc1
    2%, 1%, -10%
- COC(=O)c1cc(C)nc(Sc2ccccc2NC(C)=O)n1
    5%, 4%, -21%
- CCn1cc(CN2CCC(C(=O)Nc3cccc(-c4cccc(OC)c4)c3)CC2)cn1
    2%, -4%, -3%
- Cc1cc(C)c(S(=O)(=O)N2CCN(c3ccc([N+](=O)[O-])c(NCc4ccco4)c3)CC2)c(C)c1
    6%, 1%, -25%
- COc1ccc(-c2cc3nc(C)c(CCC(=O)NCCc4ccc(Cl)cc4)c(C)n3n2)c(OC)c1
    3%, /, 29µM*
- O=C1NC2(C=Cc3c(ccc4ccccc34)O2)Oc2ccccc21 (stereo not given)
    -1%, 27%, 23µM*

Other entries.
Below each SMILES – TDP1 inh, N370S GC mod, DT40 TDP1 no CPT
- CC(=O)c1ccc(Sc2ccccc2)c([N+](=O)[O-])c1
    10%, 4%, -17%
- CC(C)(C)c1ccc(OCCC(=O)Nc2ccc(N3CCOCC3)cc2N2CCOCC2)cc1
    1%, -16%, 16µM*
- COCCCN(C(=O)c1ccccc1F)c1nc(-c2ccc(OC)cc2)cs1
    1%, -11%, ?
- CCOc1ccc(-c2c(=O)n(OCc3ccccn3)c3ccccc3[n+]2[O-])cc1
    4%, 14%, 12µM*
- CCOC(=O)C1(Cc2cccc(OC)c2)CCN(Cc2cccc(O)c2)CC1
    7%, -5%, ?
- CCOc1cc(C(=O)OCC(=O)c2c[nH]c3ccccc23)ccc1OCC(=O)N1CCOCC1
    2%, 3%, ?
- CCOc1ccc(C2c3c(oc4ccc(C)cc4c3=O)C(=O)N2CCCN(C)C)cc1 (stereo not given)
    -1%, /, -6%
- O=C(COc1ccc(S(=O)(=O)NCc2ccccc2)cc1Cl)NCC1CCCO1 (stereo not given)
    0%, 13%, -16%
- COc1c(Cl)cc(Cl)cc1CNCCO
    3%, -5%, 4%
- CCN(c1cccc(C)c1)S(=O)(=O)c1ccc(N2CCCCS2(=O)=O)cc1
    -2%, /, 23µM*
- CCNC(=S)N/N=C(\C)c1ccc(N2CCOCC2)cc1
    6%, 5%, ?
- CSc1nc(NCCCO)c2c3c(sc2n1)CN(C)CC3
    3%, ?, -23%
- Cc1nn(C2CCS(=O)(=O)C2)c(Cl)c1/C=C/C(=O)OCC(=O)Nc1ccc2c(c1)OCO2 (stereo not given)
    0%, 10%, -27%
- CCCCn1nc(C(=O)N(CC)CC(=O)Nc2c(F)cccc2F)c2ccccc2c1=O
    0%, /, ?
- CN(CC(=O)Nc1ccncc1)S(=O)(=O)c1ccc(Cl)cc1
    2%, -26%, ?
- CCOC(=O)c1cnc(SCC(=O)c2ccccc2)nc1N
    2%, 3%, -25%
- O=C(O)CN1C(=O)C2(OCCCO2)c2ccccc21
    2%, 2%, 5%
- O=C(C1CCC1)N1CCc2cc(S(=O)(=O)N3CCN(c4ccccc4)CC3)ccc21
    -5%, /, -20%
- CC1CCCN(Cc2c(O)ccc3c2O/C(=C\c2ccco2)C3=O)C1 (stereo not given)
    -9%, -18%, 26µM*
- CCOC(=O)N=S(=O)(Oc1ccc([N+](=O)[O-])cc1)c1ccccc1 (stereo not given)
    9%, 2%, -16%

Among those listed so far, 2 contain a tert-butyl group.
Below each SMILES – TDP1 inh, N370S GC mod, DT40 TDP1 no CPT
- COc1ccc([C@@H]2[C@@H]3C(=O)N(C(C)(C)C)C(=O)[C@@H]3[C@]3(Cc4ccc(Cl)cc4)C(=O)N(c4ccc(OC)cc4)C(=O)N23)cc1
    4%, -10%, -15%
- CC(C)(C)c1ccc(OCCC(=O)Nc2ccc(N3CCOCC3)cc2N2CCOCC2)cc1
    1%, -16%, 16µM*

The list goes on.
Below each SMILES – TDP1 inh, N370S GC mod, DT40 TDP1 no CPT
- O=C(NCc1ccc(Cl)cc1)C(=O)c1c[nH]c2ccccc12
    3%, 4%, 4%
- COc1cc(COCC(O)CN2CCCCC2C)cc(OC)c1OC (stereo not given)
    /, -1%, 7%
- COC(=O)c1ccc(C(NC(=O)OCc2ccccc2)/C(=C/[C@@H](C)C(=O)NCCc2c[nH]c3ccccc23)c2cccnc2)cc1 (stereo not given in full)
    13%, -5%, /
- CCOc1ccc(C(=O)OC(C)C(=O)N2CCN(Cc3ccccc3)CC2)cc1 (stereo not given)
    0%, /, 18µM*
- O=C(Nc1ccc2ccccc2n1)c1ccccc1Cl
    /, 1%, ?
- CCOC(=O)c1sc2ccccc2c1S(=O)(=O)Nc1ccc(OC)c(Cl)c1
    8%, /, -29%
- CC(/C=C1\SC(=S)N(CC(=O)N2CCN(c3ccccc3)CC2)C1=O)=C\c1ccccc1
    6%, 8%, 21µM*
- COc1cc(NS(=O)(=O)c2ccc3[nH]c(=O)oc3c2)cc(OC)c1
    3%, -8%, 1%
- N#Cc1ccccc1Sc1ccccc1C(=O)N1CCOCC1
    1%, -13%[2.35 µM], -10%
- CC1CCCCN1C(=O)C(=O)c1cn(CC(=O)N2CCCCCC2)c2ccccc12 (stereo not given)
    3%, 4%, ?
- COc1ccc(C)cc1NC(=O)N1CC(C)Sc2ccccc21 (stereo not given)
    -1%, /, ?
- O=C(CN1C(=O)COc2ccccc21)NCC1CCCO1 (stereo not given)
    /, -19%, -10%
- CCOc1cccc(/C(O)=C2/C(=O)C(=O)N(Cc3ccco3)C2c2ccncc2)c1 (stereo not given)
    1%, -3%, -17%
- CCCCN(Cc1cccs1)S(=O)(=O)c1csc(C(N)=O)c1
    -2%, -9%, ?
- Cc1ccc(SC(C)C(=O)Nc2cccc(N(C)S(C)(=O)=O)c2)cc1 (stereo not given)
    -2%, 10%, ?
- CCc1ccc(OCCCC(=O)Nc2nnc(C3CCCO3)s2)cc1 (stereo not given)
    -1%, -4%, -16%
- CN(C)N=C1c2cc(S(=O)(=O)N(C)C)ccc2-c2ccc(S(=O)(=O)N(C)C)cc21
    5%, 0%, 2.9µM*
- CN(c1ccccc1)S(=O)(=O)c1cccc(NC(=O)CSc2nnc(C3CC3)n2C)c1
    0%, /, -15%
- COc1cccc(-n2c(=O)[nH]cc(C(=O)Nc3ccc4c(c3)OCCO4)c2=O)c1
    3%, -2%, -20%
- CSCCC(NC(=O)c1ccccc1Cl)C(=O)NC1CCN(Cc2ccccc2)CC1 (stereo not given)
    2%, ?, -11%

Record cards (already shown). Screens in order: TDP1 inh | N370S GC mod | DT40 TDP1 no CPT
Record of `COC(=O)c1ccc(C(NC(=O)OCc2ccccc2)/C(=C/[C@@H](C)C(=O)NCCc2c[nH]c3ccccc23)c2cccnc2)cc1` (stereo not given in full) : 13% | -5% | /
Record of `CCOC(=O)N=S(=O)(Oc1ccc([N+](=O)[O-])cc1)c1ccccc1` (stereo not given) : 9% | 2% | -16%
Record of `CCNC(=S)N/N=C(\C)c1ccc(N2CCOCC2)cc1` : 6% | 5% | ?
Record of `N#Cc1ccccc1Sc1ccccc1C(=O)N1CCOCC1` : 1% | -13%[2.35 µM] | -10%
Record of `CCc1nnc(SCC(=O)Nc2ccc(Cl)cc2F)c2cc3occc3n12` : 3% | / | 15µM*

Additional results
Below each SMILES – TDP1 inh, N370S GC mod, DT40 TDP1 no CPT
- CC(O)CNCc1ccc(-c2ccccc2)cc1 (stereo not given)
    -2%, -2%, -21%
- CCCCN1C(=O)C(=O)N(c2ccccc2)C1=S
    3%, -2%, -4%
- Brc1ccc(C2CC(c3ccccc3)=Nc3ccccc3N2)cc1 (stereo not given)
    ?, 2%, 23µM*
- CCOc1ccc(NC(=O)Cn2nnc(C(=O)NCCc3ccccc3)c2N)cc1
    0%, /, -19%
- COc1ccc(CN(C(=O)c2ccc(CN3CCOCC3)o2)C(C(=O)NCC2CCCO2)c2ccc(F)cc2)cc1 (stereo not given)
    0%, 3%, -5%
- CCOC(=O)C1CCN(S(=O)(=O)c2cccc(-c3cn4cc(Cl)ccc4n3)c2)CC1
    1%, 2%, ?
- COc1ccccc1N1CCN(CCN2C(=O)c3ccccc3C(C)(C)C2=O)CC1
    4%&14%, -3%&-10%, 23µM*
- FC(F)(F)c1cccc(N2CCN(c3ccc4nnc(-c5ccccc5)n4n3)CC2)c1
    4%, 13%, ?
- CCC(C)Sc1ccc(-c2nc3ccc(C)cn3c2NCc2ccccc2)cc1OC (stereo not given)
    1%, ?, 16µM*
- CCC(C)NC(=O)C1CCN(S(=O)(=O)c2cccc3cccnc23)CC1 (stereo not given)
    -1%, 1%, -4%

From PubChem
